M4 antag: blocks acetylcholine activation of human M4 receptor. P08173. CHO-hM4 cells, ACh EC80, Fluo-8 calcium fluorescence. inhibition, % at 3 µM. actives 0.73% (n = 360,000). AID 624125;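 active means inhibition above its plate's cutoff, the mean inhibition of sample wells plus 3 SD, cut at about 27% in these data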;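 further: 0% = acetylcholine EC80 with DMSO and 100% = DMSO without agonist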
M5 PAM: positive allosteric modulators of human muscarinic M5 receptor | CHO-K1 hM5, Fluo-8 calcium, ACh EC20 PAM; 0% = ACh EC20, 100% = ACh EC100 | activation, % at 3 µM | P08912 | actives 0.3% (n = 360,000) | AID 624038;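 active means activation above the run cutoff, the mean activation of all test compounds plus 3 SD, cut at about 18% in these data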
Target sequence (P08912 whole entry, looked up): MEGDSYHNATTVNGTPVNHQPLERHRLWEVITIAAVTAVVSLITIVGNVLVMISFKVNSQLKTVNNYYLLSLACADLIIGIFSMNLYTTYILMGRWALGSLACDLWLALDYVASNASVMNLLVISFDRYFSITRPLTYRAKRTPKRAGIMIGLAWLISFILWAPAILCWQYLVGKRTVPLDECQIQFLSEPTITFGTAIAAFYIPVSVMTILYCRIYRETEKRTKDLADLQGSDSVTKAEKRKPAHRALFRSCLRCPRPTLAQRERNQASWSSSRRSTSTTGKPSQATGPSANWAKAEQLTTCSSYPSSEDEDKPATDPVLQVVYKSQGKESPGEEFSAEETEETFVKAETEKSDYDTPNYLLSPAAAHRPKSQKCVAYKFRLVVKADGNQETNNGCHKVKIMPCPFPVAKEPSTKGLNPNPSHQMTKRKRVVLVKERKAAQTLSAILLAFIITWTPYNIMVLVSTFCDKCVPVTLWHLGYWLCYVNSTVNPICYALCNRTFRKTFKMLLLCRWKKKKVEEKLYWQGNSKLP
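Assay system: CHO-K1 hM5 cells / Incubation: Fluo-8 loading 80 min at 37 °C plus 30 min room temperature / Technique: Fluo-8 calcium dye fluorescence, kinetic read / Repeats: single replicate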
M5 ag: agonists of human muscarinic M5 receptor (CHRM5); AID 624037; CHO-K1 hM5 cells, Fluo-8 calcium fluorescence; 0% DMSO wells, 100% maximal acetylcholine response; actives 0.19% (n = 360,000); P08912; activation, % at 3 µM;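 active means activation above the run's mean over test compounds plus 3 SD, cut at about 23% in these data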;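 further: signal is peak over basal fluorescence ratio across the kinetic read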
M1 ag: activates human CHRM1 receptor | P11229 | CHO-K1 hM1, Fluo-8 calcium fluorescence, agonist mode; 0% DMSO, 100% acetylcholine EC100 | activation, % at 3 µM | actives 0.33% (n = 360,000);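 active means activation above the run's mean compound activation plus 3 SD, cut at about 16% in these data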;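 further: peak over basal fluorescence ratio within a 140 s kinetic read after compound addition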
Target sequence (P11229 whole entry, looked up): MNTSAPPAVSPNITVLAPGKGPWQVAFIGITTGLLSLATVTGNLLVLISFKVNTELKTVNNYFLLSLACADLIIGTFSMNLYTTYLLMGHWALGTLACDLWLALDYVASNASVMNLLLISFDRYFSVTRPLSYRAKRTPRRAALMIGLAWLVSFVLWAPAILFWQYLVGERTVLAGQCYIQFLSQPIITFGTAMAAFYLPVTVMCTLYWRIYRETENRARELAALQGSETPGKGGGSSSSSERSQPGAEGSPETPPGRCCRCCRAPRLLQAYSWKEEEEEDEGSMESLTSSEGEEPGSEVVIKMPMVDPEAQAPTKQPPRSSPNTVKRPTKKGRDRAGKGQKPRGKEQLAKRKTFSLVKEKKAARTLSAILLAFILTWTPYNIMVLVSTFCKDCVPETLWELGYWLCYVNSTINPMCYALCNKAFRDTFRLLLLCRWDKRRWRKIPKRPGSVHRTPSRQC
M5 antag: blocks acetylcholine activation of human M5 receptor; P08912; inhibition, % at 3 µM; CHO-hM5 cells, Fluo-8 calcium fluorescence, ACh EC80; AID 624040; actives 0.59% (n = 360,000);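 active means inhibition above a per-plate cutoff, the mean of that plate's test compounds plus 3 SD, cut at about 27% in these data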;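 further: 0% = acetylcholine EC80 with DMSO and 100% = DMSO without agonist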
M1 antag: human CHRM1 antagonism. actives 1.3% (n = 360,000). CHO-K1 hM1, Fluo-8 calcium fluorescence, ACh EC80 antagonist. inhibition, % at 3 µM. P11229;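 active means percent inhibition above its own plate's cutoff, namely the mean of that plate's compound wells plus 3 SD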;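 further: peak over basal fluorescence ratio during 140 s after agonist addition; 0% = ACh EC80 plus DMSO and 100% = DMSO alone without agonist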
CHRM1 PAM: potentiates human M1 receptor response to acetylcholine; CHO-K1 hM1, Fluo-8 calcium fluorescence, ACh EC20; 0% = ACh EC20, 100% = maximal ACh; actives 0.088% (n = 360,000); P11229; activation, % at 3 µM; AID 588819; in the data active means activation above about 19%, passing the limit was not always enough
TAAR1 ag: human TAAR1 agonism | CHO RD-HGA16 TAAR1, Fluo-8 calcium fluorescence; vehicle wells 0%, saturating PEA agonist 100% | activation, % at 3 µM | AID 624467 | Q96RJ0 | actives 0.99% (n = 360,000);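 active means activation above the mean activation of all test compounds in the run plus 3 SD, cut at about 38% in these data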
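test system = CHO RD-HGA16 cells carrying human TAAR1 plus Gα16 | schedule = 17-24 h seeding, 75 min 37 °C dye, 30 min RT | compound dosing = 3 µM single concentration | control set = DMSO and PEA EC100 | replicates = n 1 | signal = Fluo-8 fluorescence, 5 s baseline then 140 s kinetic read | measure = percent activation vs PEA EC100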
CHRM4 agonist: agonists of human muscarinic M4 receptor (CHRM4); P08173; CHO-K1 hM4/Gqi5, Fluo-8 calcium fluorescence; vehicle 0%, full acetylcholine response 100%; activation, % at 3 µM; actives 0.14% (n = 360,000); AID 624127;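 active means activation above the run mean over all test wells plus 3 SD, cut at about 32% in these data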;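 further: peak over basal fluorescence ratio per well then scaled between controls; 0% = DMSO wells and 100% = acetylcholine at EC100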
* = called active by the depositor; . = no result given. A portion of the library; rates above refer to the full screens.

SMILES	M4 antag	M5 PAM	M5 ag	M1 ag	M5 antag	M1 antag	CHRM1 PAM	TAAR1 ag	CHRM4 agonist
COc1cc2oc(=O)cc(C)c2c(OC)c1OC	-3	0	-1	1	3	-6	11	4	1
CCOc1ccc(Br)cc1CC(=O)O	6	4	1	-1	-1	-15	6	5	0
O=S1(=O)c2ccccc2OC(COCc2ccccc2)CN1C1CC1 (stereo not drawn)	-18	-10	0	-3	11	-22	14	6	5
COc1ccc(N(CC(=O)Nc2ccc(OC)c(OC)c2)S(=O)(=O)c2ccccc2)cc1Cl	-6	8	0	-3	-3	-6	-1	1	3
CC(=O)c1ccc(N(C(=O)c2ccco2)C(C(=O)NC2CCCC2)c2cccs2)cc1 (stereo not drawn)	-11	-1	-4	1	14	-4	5	-2	1
COCC1CCCN(Cc2nc(Cc3ccccc3)no2)C1 (stereo not drawn)	-7	4	0	-1	-2	12	11	1	0
NC1=NS(=O)(=O)NC1c1ccc(Cl)cc1 (stereo not drawn)	1	3	0	-1	-1	-14	17	1	0
CCO[C@@H]1OC(C(=O)NC2CC2)=C[C@H](C(C)(C)C)[C@H]1CCCO	2	-5	3	-6	5	2	4	5	-1
CC(=O)Nc1cccc(NC(=O)C2CCCN2C(=O)Nc2ccccc2C)c1 (stereo not drawn)	6	2	0	-3	3	-9	-1	15	1
COc1ccc(CSc2n[nH]c(C)n2)cc1[N+](=O)[O-]	2	-5	-1	-5	4	2	4	2	1
O=C(/C=C/c1cn(-c2ccccc2)nc1-c1ccc2c(c1)OCCO2)NCCCN1CCOCC1	3	-2	-3	-6	3	5	2	5	5
CN1/C(=C\C(=S)Nc2ccccc2)C(C)(C)c2ccccc21	5	-7	-4	-12	12	0	0	1	1
NC(=O)c1cc[n+](Cc2ccc([N+](=O)[O-])cc2)cc1	4	1	1	4	3	-8	11	2	0
Cc1ccc(N2C(=O)CC(N(CCc3ccccc3)C(=S)Nc3ccc(N(C)C)cc3)C2=O)cc1 (stereo not drawn)	1	-3	-2	-4	0	-20	-4	3	3
CCNc1nc2nc3ccc(C)cn3c(=O)c2cc1C(=O)NCC1CCCO1 (stereo not drawn)	7	0	-3	-5	2	6	8	1	0
Cn1c(SCC(=O)Nc2nc3c(s2)CCCC3)nnc1-c1ccccc1	-1	2	-4	-7	-1	2	-6	5	0
CC(=O)Nc1ccc(S(=O)(=O)NC(C)CCc2ccccc2)cc1 (stereo not drawn)	5	-4	-2	-2	11	0	3	7	3
COC(=O)C1=CN(C2CC2)C=C(C(=O)OC)C1c1ccc(C(=O)OC)cc1	-10	1	-6	-7	5	34*	-25	9	1
COc1ccc(S(=O)(=O)N2CCN(Cc3cccc(Cl)c3)CC2)cc1	9	-10	-6	-5	1	7	1	1	-3
CCOC(=O)C1CCCN(C(=O)c2ccc(OCC)cc2)C1 (stereo not drawn)	-7	1	-1	-7	1	2	4	-1	0
COc1ccccc1/C=C/C(=O)OCCCN(C)C	3	-5	-4	-9	6	-1	1	8	2
CCc1ccc(N2CCN(CCNC(=O)Nc3ccc(OC)cc3)CC2)cc1	-10	1	1	0	10	-19	6	8	7
N#Cc1c(-c2ccco2)nc(NCC2CCCO2)[nH]c1=O (stereo not drawn)	10	1	-1	-5	-3	0	8	4	0
NC(=O)COc1ccc(NC(=O)c2ccccc2-c2ccccc2)cc1	5	-8	1	6	9	5	-4	3	1

2 compounds from above, reduced to M5 ag, M5 antag and CHRM4 agonist:
smiles,M5 ag,M5 antag,CHRM4 agonist
Cn1c(SCC(=O)Nc2nc3c(s2)CCCC3)nnc1-c1ccccc1,-4,-1,0
CCNc1nc2nc3ccc(C)cn3c(=O)c2cc1C(=O)NCC1CCCO1 (stereo not drawn),-3,2,0

(next part)
SMILES	M4 antag	M5 PAM	M5 ag	M1 ag	M5 antag	M1 antag	CHRM1 PAM	TAAR1 ag	CHRM4 agonist
CC(C)Sc1nc(-c2cccs2)nc2cc(Cl)ccc12	-2	-1	3	.	-1	.	.	2	1
CCOC(=O)c1cc(-c2csc(-c3cccc(Cl)c3)n2)on1	4	2	1	-1	-6	-23	18	5	1
CCOC(=O)c1c(NC(=O)COC(=O)c2nccnc2N)sc2c1CCC2	-2	-5	-3	-5	6	-15	8	16	1
O=C(c1cccc(N2C(=O)C3CC=CCC3C2=O)c1)N1CCCc2ccccc21 (stereo not drawn)	-2	3	0	-5	9	-7	9	6	1
Cc1nn(-c2ccccc2)c(C)c1/C=N/Nc1nc2ccccc2[nH]1	1	-2	-4	-12	-2	-5	0	5	3
Cc1ccc(S(=O)(=O)NC(=O)c2ccccc2F)cc1	-13	10	0	-2	-11	-14	9	0	0
COc1ccc(N2CCN(S(=O)(=O)CCNC(=O)c3cc(=O)c4ccccc4o3)CC2)cc1	-3	7	0	4	5	-3	10	-1	1
CCCC(=O)Nc1cc(-c2nn(C)c(=O)c3ccccc23)ccc1N1CCCCC1	-5	5	1	-1	-8	-15	15	4	1
CC(C)n1nc(C(=O)Nc2nnc(SCc3c(Cl)cccc3Cl)s2)c2ccccc2c1=O	-9	3	-5	-12	-6	-2	0	10	-1
Cc1ccccc1NC(=O)Cc1nc(COC(=O)C(C)C)cs1	-8	2	-5	-1	5	-1	12	-1	1
CCOC(=O)C1CCN(C(=O)c2sc3ncnc(N4CCC(C)CC4)c3c2C)CC1	-7	-5	3	-2	-2	-9	0	5	-1
COc1ccc(/C=N/NC(=S)Nc2ccccc2)cc1COc1ccc(F)cc1	-10	2	0	0	-3	0	9	4	1

Taken from above.
Result for Cc1ccc(S(=O)(=O)NC(=O)c2ccccc2F)cc1 in M5 PAM: 10
Result for O=C(c1cccc(N2C(=O)C3CC=CCC3C2=O)c1)N1CCCc2ccccc21 (stereo not drawn) in M5 PAM: 3

Next section:
SMILES	M4 antag	M5 PAM	M5 ag	M1 ag	M5 antag	M1 antag	CHRM1 PAM	TAAR1 ag	CHRM4 agonist
O=C(NC1CCCCCC1)C(=S)NC1CCCCC1	0	3	-2	-4	4	0	6	1	1
O=C(Nc1ccccc1)c1ccccc1Br	-4	7	-2	-7	-7	-26	13	1	1
COc1ccc(C(=O)CCC(C)(C)[N+](=O)[O-])cc1OC	-2	-2	-1	-5	3	-3	4	1	2
Cc1ccc(S(=O)(=O)N(C)C)cc1NC(=O)COC(=O)COc1ccc2c(C)cc(=O)oc2c1	-4	7	-1	-5	-1	-6	0	2	0
Cc1ccc(S(=O)(=O)N2CCN(C(=O)Cn3nc(C)c([N+](=O)[O-])c3C)CC2)c(C)c1	-21	-4	-6	-4	-10	0	0	-1	5
Cc1nnc(SCC(=O)NN2C(=O)NC3(CCCCC3)C2=O)s1	7	-1	0	-8	5	-9	16	2	0
Cc1c(C(=O)Nc2c(F)cccc2F)sc2ncn(CC(=O)N3CCCCC3)c(=O)c12	-10	0	1	-1	4	-2	4	2	4
COc1cc2c(cc1OC)CN(C(=O)c1cc(S(=O)(=O)N3CCOCC3)ccc1Cl)CC2	5	3	2	-3	-8	-10	12	2	3
COc1ccc(CCCc2nnc(SCC(=O)N/N=C\c3ccc(O)c(OC)c3)o2)cc1C	-3	-2	0	-3	-10	2	-1	13	3
COc1ccc2nc(NC(=O)C3CCCN(S(=O)(=O)c4c(C)noc4C)C3)sc2c1 (stereo not drawn)	-11	-3	2	-3	4	-15	2	3	1
Cc1nc(NCC2CCCO2)c2nnn(Cc3c(F)cccc3Cl)c2n1 (stereo not drawn)	2	1	-2	-3	6	-8	10	10	2
CCOC(=O)C1=C(N)c2ccccc2CC1C1CCCC1 (stereo not drawn)	9	1	-9	-5	8	10	-4	7	-1

Shown field by field: part of the list above
> Cc1nnc(SCC(=O)NN2C(=O)NC3(CCCCC3)C2=O)s1
  M4 antag = 7	M5 PAM = -1	M5 ag = 0	M1 ag = -8	M5 antag = 5	M1 antag = -9	CHRM1 PAM = 16	TAAR1 ag = 2	CHRM4 agonist = 0
> COc1ccc(C(=O)CCC(C)(C)[N+](=O)[O-])cc1OC
  M4 antag = -2	M5 PAM = -2	M5 ag = -1	M1 ag = -5	M5 antag = 3	M1 antag = -3	CHRM1 PAM = 4	TAAR1 ag = 1	CHRM4 agonist = 2
> CCOC(=O)C1=C(N)c2ccccc2CC1C1CCCC1 (stereo not drawn)
  M4 antag = 9	M5 PAM = 1	M5 ag = -9	M1 ag = -5	M5 antag = 8	M1 antag = 10	CHRM1 PAM = -4	TAAR1 ag = 7	CHRM4 agonist = -1

(list continues)
SMILES	M4 antag	M5 PAM	M5 ag	M1 ag	M5 antag	M1 antag	CHRM1 PAM	TAAR1 ag	CHRM4 agonist
CCCN1CCN(c2ncnc3scc(C4COc5ccccc5O4)c23)CC1 (stereo not drawn)	4	-21	-8	-13	24	18	-21	12	10
COCCNC(=O)C1(C)CCCN(C(=O)c2ccc(C(F)(F)F)cc2)C1 (stereo not drawn)	-3	4	1	-3	-4	-12	12	1	1
CCCS(=O)(=O)NC(=O)C1(C)CCN(C(=O)Cc2cccc3ccccc23)C1 (stereo not drawn)	-1	2	1	-1	4	-4	2	.	0
COc1ccc(N2CCN(C(=O)Cn3nnc(-c4ccc(OC)c(OC)c4)n3)CC2)cc1	0	-1	3	-1	-1	-4	1	1	1
COc1ccc(S(=O)(=O)Nc2cccc3c2O[C@H](CN(C)C(=O)NC(C)C)[C@@H](C)CN([C@H](C)CO)C3=O)cc1	-16	3	2	-2	6	-3	17	0	-1
O=[N+]([O-])c1cccc(-c2nnc(-c3ccc4c(c3)OCO4)o2)c1	6	-2	-1	-7	5	-7	6	0	1
CC(C)C1C(=O)N(Cc2cn(CCC3OCCO3)nn2)CCS(=O)(=O)N1Cc1ccc(-c2ccc(F)cc2)cc1 (stereo not drawn)	-19	-2	0	-3	7	-13	10	3	4
CCCNc1c(NS(=O)(=O)c2cccc(C#N)c2)c(=O)oc2ccccc12	-6	-5	-3	-2	6	-8	2	2	2

Whole records from above. Screens in order: M4 antag	M5 PAM	M5 ag	M1 ag	M5 antag	M1 antag	CHRM1 PAM	TAAR1 ag	CHRM4 agonist
Entry for CCCN1CCN(c2ncnc3scc(C4COc5ccccc5O4)c23)CC1 (stereo not drawn) : 4	-21	-8	-13	24	18	-21	12	10
Entry for CC(C)C1C(=O)N(Cc2cn(CCC3OCCO3)nn2)CCS(=O)(=O)N1Cc1ccc(-c2ccc(F)cc2)cc1 (stereo not drawn) : -19	-2	0	-3	7	-13	10	3	4
Entry for COc1ccc(S(=O)(=O)Nc2cccc3c2O[C@H](CN(C)C(=O)NC(C)C)[C@@H](C)CN([C@H](C)CO)C3=O)cc1 : -16	3	2	-2	6	-3	17	0	-1

Compound activity as filed in PubChem BioAssay.
